Anthrax LF prot – blocks Bacillus anthracis lethal factor protease; 360,000 compounds, 0.12% hits; inhibition, % at 10 µM; multiplex microsphere protease cleavage assay, LF; also: plate controls were buffer without enzyme for full effect and enzyme alone for no effect
Target sequence (P15917 whole entry, looked up): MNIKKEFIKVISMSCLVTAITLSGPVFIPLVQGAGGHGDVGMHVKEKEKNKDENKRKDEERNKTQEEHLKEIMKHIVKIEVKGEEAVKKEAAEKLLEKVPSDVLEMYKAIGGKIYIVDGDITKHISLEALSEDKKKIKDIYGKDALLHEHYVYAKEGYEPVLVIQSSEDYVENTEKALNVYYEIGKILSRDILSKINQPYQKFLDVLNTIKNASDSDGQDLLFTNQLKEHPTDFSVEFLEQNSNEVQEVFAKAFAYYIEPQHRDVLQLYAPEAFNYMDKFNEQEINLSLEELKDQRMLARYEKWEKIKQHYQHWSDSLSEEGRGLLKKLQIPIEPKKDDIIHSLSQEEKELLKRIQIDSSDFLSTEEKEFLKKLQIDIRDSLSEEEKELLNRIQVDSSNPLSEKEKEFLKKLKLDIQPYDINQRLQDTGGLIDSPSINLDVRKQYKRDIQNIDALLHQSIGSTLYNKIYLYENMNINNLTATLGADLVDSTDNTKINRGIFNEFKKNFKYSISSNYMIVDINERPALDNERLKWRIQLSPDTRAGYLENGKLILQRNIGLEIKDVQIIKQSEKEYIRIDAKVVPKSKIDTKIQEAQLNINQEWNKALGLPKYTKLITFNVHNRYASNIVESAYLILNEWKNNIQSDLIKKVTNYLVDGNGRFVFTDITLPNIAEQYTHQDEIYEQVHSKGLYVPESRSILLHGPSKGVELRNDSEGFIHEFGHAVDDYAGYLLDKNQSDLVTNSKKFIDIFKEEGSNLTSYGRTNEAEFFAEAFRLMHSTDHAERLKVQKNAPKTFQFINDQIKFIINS
PfHsp40 yeast – restores yeast growth despite PfHsp40 toxicity | S. cerevisiae expressing PfHsp40, growth rescue, ATP luminescence | growth rescue, % at 12.5 µM | 340,000 compounds, 0.68% hits; in the data active = growth rescue above about 28%, passing the limit was not always enough;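 also: yeast W303a lacking pdr1 and pdr3 grown in galactose medium; growth measured after three days at 30 °C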
Y pestis TopoI – Y. pestis Topo-I inhibition via cleavage products; Y. pestis Topo-I cleavage product accumulation, plate reader; activity, % at 10 µM; 360,000 compounds, 0.064% hits; AID 504884; in the data active = activity above about 50%, passing the limit was not always enough; also: inactives centre near 2
VHR inh abs – DUSP3 (human) phosphatase inhibition; recombinant VHR phosphatase, pNPP absorbance; inhibition, % at 13.3 µM; 290,000 compounds, 0.52% hits; in the data active = inhibition above about 50%; also: some compounds called inactive have numbers as strong as hits
Target sequence (P51452 whole entry, looked up): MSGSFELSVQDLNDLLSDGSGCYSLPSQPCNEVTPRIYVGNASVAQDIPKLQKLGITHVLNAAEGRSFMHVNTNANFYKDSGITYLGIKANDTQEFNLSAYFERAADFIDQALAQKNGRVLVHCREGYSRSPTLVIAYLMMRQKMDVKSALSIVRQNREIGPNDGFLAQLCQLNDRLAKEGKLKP
Vc quorum ag – inducers of Vibrio cholerae quorum light production without autoinducers. V. cholerae BH1578 lux reporter, luminescence, 6 h. activation, % at 18.7 µM. 350,000 compounds, 0.16% hits. AID 588436; in the data active = activation mostly above about 9.7%, no sharp cut-off; also: not every result past the cut was called active; inactives centre near 0; reference of the scale not given here
SARS 3CLpro inh – SARS-CoV 3CLpro protease inhibition | recombinant SARS-CoV 3CLpro, quenched FRET peptide cleavage | inhibition, % at 6 µM | 290,000 compounds, 0.14% hits; in the data active = inhibition above about 12%
SSB-PriA inh – inhibitors of Klebsiella pneumoniae PriA binding to SSB C-terminal tail; inhibition, % at 33 µM; AlphaScreen SSBct-PriA binding, biotinylated peptide; AID 1272365; 430,000 compounds, 0.6% hits; in the data active = inhibition mostly above about 37%, no sharp cut-off; inactive = mostly below about 20%;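 also: plate controls were negative control peptide for no effect and reference peptide for full effect; strong numbers were not always called active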
TcdB inh – TcdB glycohydrolase inhibition | 350,000 compounds, 0.24% hits | AID 652162 | P18177 | TcdB glycohydrolase enzymatic assay, plate reader | inhibition, % at 9.99 µM; in the data active = inhibition above about 10%
CCHF vOTU inh – blocks the CCHF virus ovarian tumor domain protease; AID 651958; 370,000 compounds, 0.55% hits; inhibition, % at 11.5 µM; CCHFV vOTU protease, Pep-AMC fluorescence; in the data active = inhibition above about 30%; also: 0% = vehicle wells with enzyme and 100% = no enzyme wells
BoNT-A LC inh2 – blocks Botulinum neurotoxin A light chain protease. inhibition, % at 10 µM. 360,000 compounds, 0.17% hits. multiplex microsphere protease substrate cleavage, flow cytometry; also: plate controls were buffer without enzyme for full effect and enzyme alone for no effect
Active calls of the source: *; i = inactive; / = not tested or not shown. Rule as the data show it, unless noted: active = inhibition above about 30%; inconclusive = no clear call, values can overlap the other calls; inactive = below that.

SMILES | Anthrax LF prot | PfHsp40 yeast | Y pestis TopoI | VHR inh abs | Vc quorum ag | SARS 3CLpro inh | SSB-PriA inh | TcdB inh | CCHF vOTU inh | BoNT-A LC inh2
Cc1onc(-c2ccccc2)c1-c1nnc(COC(=O)c2ccc(N(C)C)cc2)o1 | -4 | / | 35 | / | -2.5 | / | / | 1.2 | 9 | -0.3
NS(=O)(=O)c1cccc(NC(=O)CSc2nnnn2-c2ccccc2)c1 | 4 | -1.4 | 1 | 15 | -0.5 | 1 | -2 | 0.7 | -12 | -0.2
Cc1ccc(S(=O)(=O)N2C[C@H]3N(C(=O)OC(C)C)N(C(=O)OC(C)C)C[C@H](OC(=O)NC4CCCC4)[C@@]3(O)C2)cc1 | 0 | / | 15 | / | -0.4 | / | / | 1.4 | 14 | -0.1
N#C/C(=C1\C(=O)Nc2c(Cl)cc(Cl)cc21)c1nnc2n1CCCCC2 | 1 | 0.5 | -10 | 10 | 1.7 | 0 | -3 | / | -5 | 1.3
Cc1ccccc1CNC(=O)C(=O)NCCC1CCCCN1S(=O)(=O)c1cccs1 (stereo not drawn) | 0 | 1.0 | 19 | / | 1.6 | / | 1 | -0.4 | 4 | -1.2
O=C(CCl)Nc1ccccc1C(=O)c1ccccc1 | -2 | 0.4 | -1 | 13 | i | 13* | -12 | -0.1 | -4 | -1.0
O=C(C[C@@H]1C/C=C\CCC(=O)OC[C@H](Cc2ccccc2)NC1=O)N[C@@H](CO)Cc1ccccc1 | -4 | 0.6 | 3 | / | i | / | -15 | -0.1 | -8 | 0.2
CCCNC(=O)C1(C)CCCN(C(=O)c2cccc(C(F)(F)F)c2)C1 (stereo not drawn) | -13 | / | 2 | / | i | / | / | 0.3 | -9 | -0.7
Cc1ccc(OCC(=O)Nc2nnn(C)n2)c(C)c1 | -10 | -0.2 | -6 | 15 | -0.4 | 1 | -19 | / | -4 | 0.0
CC1CCN(C(=O)c2cc3nc(-c4ccccc4)cc(-c4ccccc4)n3n2)CC1 | 0 | 1.1 | 31 | -31 | -0.2 | -7 | -43 | / | 6 | -2.2
CC(C)(C)c1ccc(NC(=O)CSc2n[nH]c(=O)n2-c2cccnc2)cc1 | -1 | 1.0 | -2 | -4 | -0.6 | 12* | 3 | 1.7 | -4 | -0.4
COC(=O)C1=C(N)Oc2cc(N(C)C)ccc2C1c1ccccc1OC (stereo not drawn) | -1 | 0.9 | -4 | 0 | 0.0 | 1 | 34 | / | 5 | -0.9
CCOC(=O)c1ccc(NC(=O)c2cc(S(=O)(=O)N3CCOCC3)cn2C)cc1 | -6 | -0.2 | -9 | 13 | -0.3 | -4 | -11 | 1.0 | 10 | -0.7
CCN(CC)S(=O)(=O)c1ccc2c(c1)nc(CCC(=O)Nc1ccccc1Cc1ccccc1)n2CC | -4 | 7.3 | 12 | 23 | -1.7 | 4 | -2 | / | 3 | 0.4
CCCCCCN(C(=O)CCCCCN1C(=O)NC(c2ccc([N+](=O)[O-])cc2)C(C(=O)OCc2ccccc2)=C1C)C(C(=O)NCCCC)C1CCCCC1 (stereo not drawn) | -7 | -1.1 | 8 | / | -2.2 | / | -7 | 0.1 | 2 | 0.5
O=C(O)CSCCn1cccn1 | -2 | -1.1 | -3 | 25 | -0.4 | -3 | -4 | / | -6 | -1.4
Cc1ccc(F)cc1C(=O)N1CCCC1(C)C(=O)NCC(C)C (stereo not drawn) | -14 | / | 1 | / | -1.1 | / | / | 0.2 | -4 | -0.2
O=C(NCCc1ccccc1)C(=O)NCC1OCCCN1S(=O)(=O)c1cccs1 (stereo not drawn) | 3 | -0.1 | 1 | 15 | i | -4 | 0 | 0.0 | 1 | 0.3
CCOc1ccc(NC(=O)C2CCN(C(=O)C3CC(=O)N(c4ccc(C)cc4)C3)CC2)cc1 (stereo not drawn) | -7 | 0.5 | 20 | 8 | -0.3 | -3 | -8 | 1.0 | -1 | -4.9
O=C(c1cc(COc2ccc(F)cc2F)on1)N1C[C@H]2CC[C@H]1C2 | -1 | -0.2 | 10 | 12 | i | 2 | -9 | 0.6 | -3 | -0.3
CCOC(=O)c1ccccc1NC(=O)Nc1ccc(OC)c(OC)c1 | -3 | -0.4 | 5 | 5 | -5.4 | -5 | -17 | / | -9 | -0.9
CC(C)(C)c1ccc(OCCCNC2CCCC2)cc1 | -7 | -1.1 | 11 | 29 | -0.4 | 2 | -2 | 0.2 | -2 | -0.3
CN(C)c1ccc(Nc2c3c4c(cccc4n(C)c2=O)C(=O)c2ccccc2-3)cc1 | -8 | -0.9 | -2 | 5 | i | 1 | 88 | / | -2 | -3.2
Cc1ccc(S(=O)(=O)N2C[C@H]3C(=O)C[C@@H](c4ccccc4)N(S(=O)(=O)c4ccccc4C)[C@H]3C[C@H]2c2ccccc2)cc1 | 4 | / | / | / | / | / | / | -16 | 17 | -0.1
Cc1cccc(-n2cnc3cc(C(=O)NCC4CCCO4)ccc32)c1 (stereo not drawn) | 4 | / | 6 | / | -0.8 | / | / | 0.6 | -5 | -0.1
CC(=O)Nc1cnc(/C=C\CCCO)cn1 | -2 | / | 2 | / | i | / | / | 1.7 | -20 | -0.2
Nc1nc(SCc2ccccc2Cl)ns1 | -15 | 1.4 | -6 | 18 | -0.2 | -1 | -11 | / | -9 | -0.7
COc1ccc(N=C(C)c2c(O)n(C)c(=O)n(C)c2=O)c(OC)c1 | -2 | 1.8 | 11 | -5 | -2.1 | -5 | 6 | / | 6 | 0.4
NS(=O)(=O)c1cccc(NC(=O)CSc2n[nH]c(-c3cccs3)n2)c1 | 0 | -1.1 | 0 | / | i | / | -6 | 2.0 | 1 | -0.2
Fc1ccc(Br)cc1/C=N/n1cnnc1 | -1 | -1.4 | 2 | 12 | -4.0 | 5 | / | / | -9 | -0.5
COc1ccc(N=C2C(=O)Nc3ccccc32)cc1 | -2 | -0.4 | -2 | 27 | -2.6 | 4 | 8 | / | -16 | -0.2
Cc1ncc(COCc2ccccc2)c(CO)c1OCc1ccccc1 | 1 | 1.2 | 19 | / | -1.2 | / | -23 | 0.3 | 1 | -0.2
NS(=O)(=O)c1ccc(CNS(=O)(=O)c2ccc3ccccc3c2)cc1 | 2 | -1.2 | -5 | 10 | -0.6 | 2 | 4 | -1.2 | -1 | -1.9
O=C(NCCN1CCOCC1)C1CCN(S(=O)(=O)N2CCCC2)CC1 | -1 | -0.1 | 4 | 23 | -0.1 | 2 | -14 | 0.6 | -2 | 1.8
CCN1CCN(Cc2nc3ccc([N+](=O)[O-])cc3c(=O)n2-c2ccccc2F)CC1 | -6 | -0.6 | -4 | -12 | i | 2 | -4 | -0.6 | 8 | -1.4
COc1ccc(-c2cc(C(F)(F)F)nc(SCC(=O)NCc3cccs3)n2)cc1OC | 0 | -0.8 | 15 | -2 | -1.9 | 0 | -1 | / | 4 | -0.4
COc1ccc(-c2ccc3c(c2)C2CC3CCN2C(=O)C(C)(C)C)cc1 (stereo not drawn) | 6 | 1.9 | -3 | / | -1.4 | / | -2 | 1.2 | 4 | 0.1
CCc1cccc(C)c1NC(=O)CCCSc1nc2ccccc2s1 | 2 | -1.1 | -4 | -5 | i | 3 | -5 | / | 12 | -0.9
Cc1cc(NC(=O)c2cc(-c3ccccc3)on2)no1 | -9 | -0.8 | -14 | 18 | -3.1 | 2 | 4 | / | -10 | 0.8
N#Cc1ccc(-c2nc3c(Cl)cc(C(F)(F)F)cn3c2Cc2ccccc2C(F)(F)F)cc1 | -9 | / | / | / | / | / | / | 1.8 | 4 | 0.4
O=C(NCCCN1CCCC1=O)C1CCC(CNS(=O)(=O)c2ccc(Cl)cc2)CC1 (stereo not drawn) | -3 | 2.4 | -4 | -3 | -0.4 | 9 | -8 | 0.9 | 12 | -1.0
O=C(CCC(=O)Nc1ccc(F)cc1)N/N=C/c1cccs1 | -1 | -0.5 | -5 | 10 | -0.9 | -3 | / | -2.8 | -1 | -0.3
COc1cc(CN2CCC(CO)(Cc3cccc(C(F)(F)F)c3)CC2)ccc1F | -2 | 1.0 | 4 | 8 | -0.5 | 1 | -8 | 1.9 | 6 | 0.2
O=C(CNC(=O)c1cccc(Cl)c1)N/N=C/C=C/c1ccccc1 | -4 | 0.6 | 8 | 10 | -0.3 | -3 | / | / | -3 | 0.4
Cc1ccc(NC(=O)c2cc3ccccc3oc2=N)cc1 | 12 | 1.5 | 6 | 3 | i | 6 | 9 | -7.4 | 3 | -3.5
CC(C)N1C/C(=C/c2cccnc2)C(=O)/C(=C/c2cccnc2)C1 | 1 | -2.6 | 0 | 1 | i | -4 | -10 | 1.4 | -5 | -0.4
c1ccc(Cn2nc(-c3ccccc3)nc2-c2ccccc2)cc1 | -3 | 0.6 | -2 | 2 | -0.1 | -9 | -11 | / | 7 | 0.7
CC(=O)Nc1ccc(S(=O)(=O)NC(C(=O)O)C(C)C)cc1 (stereo not drawn) | 1 | -0.3 | 4 | / | -3.3 | 1 | 2 | 1.4 | -8 | 0.4
O=C(NCCCn1ccnc1)C(=O)Nc1ccccc1 | 2 | -0.8 | -12 | 38 | 1.0 | 3 | -10 | 0.9 | 10 | 1.3
COc1ccccc1CN(C)C(=O)C(c1ccccc1)c1ccccc1 | -8 | 5.0 | 42 | -2 | -0.4 | 0 | -5 | 0.8 | 0 | -5.1
O=C(CCC(=O)NC12CC3CC(CC(C3)C1)C2)NC1CCCCC1 | 17 | -0.6 | -14 | 4 | -0.6 | 2 | -10 | 0.6 | -12 | -5.8
O=C(Cc1ccc(F)cc1)N1CCOCC1 | -4 | -0.4 | 2 | 9 | i | 2 | 3 | 4.7 | -9 | -1.7

Among those listed so far, six have an aryl thioether with sulfur outside any ring:
SMILES | Anthrax LF prot | PfHsp40 yeast | Y pestis TopoI | VHR inh abs | Vc quorum ag | SARS 3CLpro inh | SSB-PriA inh | TcdB inh | CCHF vOTU inh | BoNT-A LC inh2
NS(=O)(=O)c1cccc(NC(=O)CSc2nnnn2-c2ccccc2)c1 | 4 | -1.4 | 1 | 15 | -0.5 | 1 | -2 | 0.7 | -12 | -0.2
CC(C)(C)c1ccc(NC(=O)CSc2n[nH]c(=O)n2-c2cccnc2)cc1 | -1 | 1.0 | -2 | -4 | -0.6 | 12* | 3 | 1.7 | -4 | -0.4
Nc1nc(SCc2ccccc2Cl)ns1 | -15 | 1.4 | -6 | 18 | -0.2 | -1 | -11 | / | -9 | -0.7
NS(=O)(=O)c1cccc(NC(=O)CSc2n[nH]c(-c3cccs3)n2)c1 | 0 | -1.1 | 0 | / | i | / | -6 | 2.0 | 1 | -0.2
COc1ccc(-c2cc(C(F)(F)F)nc(SCC(=O)NCc3cccs3)n2)cc1OC | 0 | -0.8 | 15 | -2 | -1.9 | 0 | -1 | / | 4 | -0.4
CCc1cccc(C)c1NC(=O)CCCSc1nc2ccccc2s1 | 2 | -1.1 | -4 | -5 | i | 3 | -5 | / | 12 | -0.9

A portion of the library (hit frequency here may not be typical).
